# KCNQ1 block: inhibitors of human KCNQ1 channel, primary screen, cell-based, thallium flux, high-throughput. CHO-K1 KCNQ1, FluxOR thallium flux fluorescence; active compounds read high. B-score at 10 µM. actives 1.3% (n = 310,000). AID 2642, 2010;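 active means compounds whose thallium flux B-score, printed positive for inhibition, exceeds three library SD while starting fluorescence stays within three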;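 further: channel opened by potassium depolarization with thallium stimulus after 20 min compound exposure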
# Dyrk1A ADPGlo: rat Dyrk1A kinase inhibitors, primary screen, biochemical, single point, plate reader; Dual specificity tyrosine-phosphorylation-regulated kinase 1A (Rattus norvegicus), Q63470; ADP-Glo luminescence, NFATc1 peptide; inhibition, % at 12.5 µM; actives 0.43% (n = 310,000); in the data active means inhibition above about 50%;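 further: plate controls were vehicle with enzyme for no effect and no enzyme for full effect; many of its hits are not listed in these tables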
# RGS4 inh: RGS4 inhibitors, primary screen, cell-based, HEK293 M3R inducible RGS4, calcium flux. Regulator of G-protein signaling 4 (Homo sapiens), P49798. Fluo-4 calcium flux; active compounds read high; triggered by carbachol at its EC20. B-score at 10 µM. actives 0.45% (n = 310,000);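 active means B-score, a plate-corrected calcium signal, over three deviations above library mean, with baseline fluorescence within five deviations of library mean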;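 further: RGS4 expression induced by doxycycline in cells with stable M3 receptor; B-score is computed from the integrated fluorescence ratio over baseline after carbachol; higher B-score means a larger calcium signal and so more RGS4 inhibition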
# hERG protect: hERG rescue from dofetilide block, primary screen, cell-based, CHO-hERG, FluxOR thallium flux, dofetilide IC70; dofetilide IC70 present; actives 0.51% (n = 310,000); Voltage-gated inwardly rectifying potassium channel KCNH2 (Homo sapiens), Q12809; activation (rescue from dofetilide block), less the hit threshold, % at 10 µM; AID 1511, 2009;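 active means activation above the mean of controls blocked by dofetilide plus 5 SD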;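 further: thallium influx through hERG after potassium depolarization seen as dye fluorescence rise; in these data hits start at about 4.7%; inactives centre near -7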
# Target sequence (Q12809 whole entry, looked up): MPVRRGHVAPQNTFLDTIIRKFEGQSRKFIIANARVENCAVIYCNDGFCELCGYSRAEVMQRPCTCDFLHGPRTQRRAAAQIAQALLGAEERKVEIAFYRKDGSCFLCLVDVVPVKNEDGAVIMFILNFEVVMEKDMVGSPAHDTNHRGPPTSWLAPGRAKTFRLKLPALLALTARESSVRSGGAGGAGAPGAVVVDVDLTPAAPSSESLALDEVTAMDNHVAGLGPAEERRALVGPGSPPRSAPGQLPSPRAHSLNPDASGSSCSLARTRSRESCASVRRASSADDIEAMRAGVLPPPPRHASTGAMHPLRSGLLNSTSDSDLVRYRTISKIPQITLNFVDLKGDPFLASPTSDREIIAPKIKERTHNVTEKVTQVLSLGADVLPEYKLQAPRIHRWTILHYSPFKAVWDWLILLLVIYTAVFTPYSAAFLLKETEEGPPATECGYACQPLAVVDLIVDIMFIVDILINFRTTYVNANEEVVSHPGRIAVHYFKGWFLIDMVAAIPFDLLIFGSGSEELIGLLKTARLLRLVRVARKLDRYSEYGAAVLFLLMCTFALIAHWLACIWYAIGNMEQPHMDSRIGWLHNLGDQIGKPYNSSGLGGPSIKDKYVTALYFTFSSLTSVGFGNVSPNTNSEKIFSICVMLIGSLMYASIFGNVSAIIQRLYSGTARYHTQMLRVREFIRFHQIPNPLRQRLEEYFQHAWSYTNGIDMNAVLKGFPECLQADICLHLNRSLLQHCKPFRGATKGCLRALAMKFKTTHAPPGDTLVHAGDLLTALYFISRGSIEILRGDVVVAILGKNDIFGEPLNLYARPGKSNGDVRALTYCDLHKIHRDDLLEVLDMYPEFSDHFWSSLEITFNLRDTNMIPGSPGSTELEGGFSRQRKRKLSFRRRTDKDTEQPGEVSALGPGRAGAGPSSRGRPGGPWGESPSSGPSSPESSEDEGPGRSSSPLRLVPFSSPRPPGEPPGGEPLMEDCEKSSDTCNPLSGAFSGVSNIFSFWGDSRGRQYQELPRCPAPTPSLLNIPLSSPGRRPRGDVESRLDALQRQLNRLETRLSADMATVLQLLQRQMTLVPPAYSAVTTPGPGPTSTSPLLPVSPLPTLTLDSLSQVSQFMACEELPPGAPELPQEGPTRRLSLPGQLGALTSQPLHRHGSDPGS
# KCNK3 inh: human KCNK3 channel inhibitors, primary screen, CHO cells, FluxOR thallium flux, B-score. Potassium channel subfamily K member 3 (Homo sapiens), O14649. FluxOR fluorescence; active compounds read low. B-score at 10 µM. actives 0.84% (n = 340,000). AID 602410, 2012;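 active means B-score under library mean minus 4 SD, starting fluorescence ratio at most library mean plus 5 SD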;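 further: more negative B-score means stronger inhibition of thallium flux through KCNK3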
# KCNK9 inh: KCNK9 potassium channel inhibitors, primary screen, HEK293 cells, thallium flux | actives 1.2% (n = 310,000) | Potassium channel subfamily K member 9 (Homo sapiens), Q9NPC2 | B-score at 10 µM | FluxOR thallium flux fluorescence; active compounds read low;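 active means ratio B-score over 3 SD below the library mean, with starting fluorescence within 5 SD of its mean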;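 further: negative B-score means less thallium flux so channel inhibition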
# GSK3beta inhib: human GSK3beta kinase inhibitors, primary screen, biochemical, cell-free homogeneous, HTS; Glycogen synthase kinase-3 beta (Homo sapiens), P49841; activity score (negative = inhibition), % at 10 µM; GST-GSK3beta kinase, ADP-Glo luminescence, 60 min; active compounds read low; actives 0.038% (n = 300,000);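 active means more than half of replicate wells score below -50%, meaning over 50% inhibition versus plate controls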;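 further: 0% = median DMSO wells and -100% = median GW8510 positive control wells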
#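 Assay system: GST-fused GSK3beta enzyme, cell-free / Medium: Tris pH 7.5 buffer with MgCl2, DTT, BSA, heparin / Also added: peptide substrate plus 25 µM ATP (final) / Compound: 10 µM single point / Timing: kinase reaction with compound 60 min at room temperature / Detection: ADP-Glo luminescence / Benchmarks: DMSO neutral wells and GW8510 at 20 µM as positive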
# GSK3 alpha inh: blockers of GSK3A enzyme activity – biochemical, luminescence, cell-free homogeneous, HTS, primary screen; Glycogen synthase kinase-3 alpha (Homo sapiens), P49840; GSK-3 alpha kinase, ADP-Glo luminescence, 60 min; inhibition, % at 10 µM; actives 0.1% (n = 320,000);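 in the data active means inhibition above about 50%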;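 further: GST-tagged GSK-3 alpha with peptide substrate and 25 µM ATP; 0% = DMSO neutral wells and 100% = GW8510 positive control wells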
# RGS4 act: RGS4 potentiators or activators, primary screen, cell-based, HEK293 M3R inducible RGS4, calcium flux | carbachol calcium flux Fluo4; active compounds read low | B-score at 10 µM | AID 463111, 2010 | actives 0.92% (n = 310,000);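 active means B-score of the integrated calcium signal more than 4 SD below the library mean, with starting fluorescence not abnormally high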;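 further: negative B-score means reduced calcium response which marks RGS4 activation or potentiation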
#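 test system = HEK293 cells with stable M3R and inducible RGS4 | schedule = recording 10 s baseline at 1 Hz, 100 s post-agonist | technique = Fluo4-AM (2 µM) calcium-flux fluorescence, kinetic read | measure = Agonist-evoked peak-minus-minimum fluorescence over baseline, integrated ratio, B score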
# PolyA inh: polyadenylation inhibitors in yeast reporter cells, primary screen, luminescence, S. cerevisiae | S. cerevisiae SKY197-pL101 polyadenylation reporter, beta-gal luminescence; efflux-impaired pdr1/pdr3 knockout yeast; score 100 = 6 SD above DMSO | calls only at 12 µM | actives 0.02% (n = 300,000) | AID 1875, 2009;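 active means lowest replicate activity score at least 50, where 100 means six control SD above control mean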;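 further: yeast exposed to compound for 9 h at 30 °C; higher score means more reporter readthrough which indicates perturbed polyadenylation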
# KCNQ1 pot: potentiators or activators of KCNQ1 channel, primary screen, cell-based, thallium flux, high-throughput; CHO-K1 KCNQ1, thallium flux FluxOR fluorescence; active compounds read high; Potassium voltage-gated channel subfamily KQT member 1 (Homo sapiens), P51787; B-score at 10 µM; actives 0.35% (n = 310,000);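 active means fluorescence ratio B-score, a plate-corrected score, at least three library SD, with initial intensity B-score within 5 SD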
#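 Test system: CHO-K1 cells stably expressing KCNQ1 / Medium: assay buffer / Also added: depolarizing K+/Tl+ stimulus, K2SO4 and Tl2SO4 each 12.5 mM in 5x stock / Incubation: 90 min dye loading and 20 min compound exposure, both at room temperature / Signal: thallium influx via FluxOR fluorescence, kinetic imaging / Evaluation: B score of baseline-normalized fluorescence ratio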
# Starred values were filed as active, the others as inactive; i = inactive; nt = not tested or not shown. A portion of the library, so the mix of outcomes need not match the whole.
# Below each compound – KCNQ1 block	Dyrk1A ADPGlo	RGS4 inh	hERG protect	KCNK3 inh	KCNK9 inh	GSK3beta inhib	GSK3 alpha inh	RGS4 act	PolyA inh	KCNQ1 pot
- CCC(=O)NC(NC(=S)Nc1cccc2cccnc12)C(Cl)(Cl)Cl (stereo not given)
 : i	-1	i	-4	i	i	-4	1	i	i	i
- CS(=O)(=O)c1ccccc1C(=O)N(CCC1=CCCCC1)c1c(N)n(Cc2ccccc2)c(=O)[nH]c1=O
 : i	16	i	-16	i	i	0	nt	i	i	i
- Cc1ccc(NC2=C(Cl)C(=O)OC2OC(C)C)c(C)c1 (stereo not given)
 : i	14	i	-8	i	i	1	-1	i	i	i
- NS(=O)(=O)c1cccc(NC(=O)COC(=O)C2CCCCC2)c1
 : i	-2	i	-7	i	i	6	0	i	nt	i
- Cc1ccc(C(=O)NC(=S)Nc2ccc3[nH]c(=O)[nH]c3c2)c(C)c1
 : i	11	i	-15	i	i	-1	-1	i	i	i
- O=C(CCCCCNc1nc(=S)[nH]c2ccccc12)NCCC1=CCCCC1
 : i	-7	i	-13	i	i	1	-2	i	i	i
- CC(C)[N+](C)(CCOC(=O)C1c2ccccc2Oc2ccccc21)C(C)C
 : i	4	i	-4	i	i	1	-6	-8.5*	i	i
- COc1cc2c(c(OCC(=O)NC(C)C)c1)C(=O)O[C@@H](C)CCCC(=O)CCCCC2
 : i	1	i	-6	i	i	-3	0	i	i	i
- O=C(C1=C[C@H](c2csc3ccccc23)C[C@H](OCCCCO)O1)N1CCOCC1
 : i	3	i	-5	i	i	2	7	i	i	i
- Cc1ccc(C)c(C2C(C#N)=C(N)Oc3cc(C)oc(=O)c32)c1 (stereo not given)
 : i	-1	i	-9	i	i	2	-2	i	i	i
- O=C1Nc2ccc(Br)cc2C12NNc1ccccc1O2 (stereo not given)
 : i	2	i	-16	i	i	-2	3	i	i	i
- COC(=O)[C@@H]1C[C@@]2(O)[C@@H](O)[C@@H](O)[C@@H](O)C[C@H]2N1Cc1ccc(C(F)(F)F)cc1
 : i	-4	i	-13	i	i	2	-2	i	i	i
- CN(C(=O)COC(=O)c1ccccc1Cc1ccccc1)C1CCS(=O)(=O)C1 (stereo not given)
 : i	-2	i	-10	i	i	-2	0	i	i	i
- Cn1c(=O)c2c(O)cc(=O)[nH]c2n(-c2ccccc2)c1=O
 : i	-9	i	-6	i	i	1	1	i	i	i
- CCOC(=O)c1sc(N2C(=O)C(O)=C(C(=O)c3ccc(C)o3)C2c2cccc([N+](=O)[O-])c2)nc1C (stereo not given)
 : i	-6	7.3*	-7	i	i	2	-1	i	i	i
- O=C(NC(NCC1CCCO1)C(Cl)(Cl)Cl)c1cccc2ccccc12 (stereo not given)
 : i	-11	i	-10	i	i	-1	-2	i	i	i
- O=C(CCc1nnc(Cc2ccc(-c3ccccc3)cc2)o1)NCCc1ccccn1
 : i	2	i	-8	i	i	4	-2	i	i	i
- Cc1ccc(S(=O)(=O)N2CCN(C(=O)N(c3ccccc3)c3ccccc3)CC2)cc1
 : i	4	i	-14	i	i	2	nt	i	i	i
- Cc1ccn2c(=O)nc(SCC(=O)N3CCCc4ccccc43)nc2c1
 : i	6	i	-9	i	i	-9	nt	i	i	i
- COc1ccc(OCCNc2c([N+](=O)[O-])c(=O)oc3ccccc23)cc1
 : i	5	i	-14	i	i	0	1	i	i	i
- Cc1ccc(Nc2ccc([N+](=O)[O-])ccc2=O)cc1
 : i	nt	i	-6	i	i	-1	3	i	i	i
- Cc1cc(C)c(NC(=O)CN2C(=O)NC3(CCCc4ccccc43)C2=O)c(Cl)c1 (stereo not given)
 : i	2	i	-12	i	i	-4	-3	i	i	i
- CCOc1ccc(-n2ccnc(SCC(=O)NCCc3ccccc3)c2=O)cc1
 : i	7	i	-8	i	i	2	nt	i	i	i
- O=C1NC(SCCCF)=N/C1=C/c1ccc(-n2cncn2)cc1
 : i	-6	i	-10	i	i	1	3	i	i	i
- Cc1ccsc1C1C(C#N)=C(N)OC2=C1C(=O)CC(C)(C)C2 (stereo not given)
 : i	0	i	-15	i	i	-1	0	i	i	i
- C=CCc1cc(/C=C2/NC(=S)NC2=O)cc(OC)c1O
 : i	6	i	-17	i	i	1	3	i	i	i
- COc1ccccc1-n1c(=S)[nH]c2c(sc(=S)n2-c2ccc(C)cc2C)c1=O
 : i	6	i	-6	i	i	-1	2	i	i	i
- O=C(CN1C(=O)c2ccccc2S1(=O)=O)Nc1ccccc1
 : i	nt	i	0	i	i	1	-1	i	i	i
- CCN(CC)c1nc(C)nc2c1sc(=S)n2C
 : i	nt	i	-3	i	i	2	-2	i	i	i
- O=C(Nc1ccc2[nH]ncc2c1)c1ccccc1Cl
 : i	44	i	-7	i	i	3	2	i	i	i

# Exported as tab-separated lines: 3 of the compounds above.
canonical_smiles	KCNQ1 block	Dyrk1A ADPGlo	RGS4 inh	hERG protect	KCNK3 inh	KCNK9 inh	GSK3beta inhib	GSK3 alpha inh	RGS4 act	PolyA inh	KCNQ1 pot
COc1ccccc1-n1c(=S)[nH]c2c(sc(=S)n2-c2ccc(C)cc2C)c1=O	i	6	i	-6	i	i	-1	2	i	i	i
O=C(CN1C(=O)c2ccccc2S1(=O)=O)Nc1ccccc1	i	nt	i	0	i	i	1	-1	i	i	i
CCN(CC)c1nc(C)nc2c1sc(=S)n2C	i	nt	i	-3	i	i	2	-2	i	i	i

# (continued)
# Below each compound – KCNQ1 block	Dyrk1A ADPGlo	RGS4 inh	hERG protect	KCNK3 inh	KCNK9 inh	GSK3beta inhib	GSK3 alpha inh	RGS4 act	PolyA inh	KCNQ1 pot
- Oc1cccc2ccc(Nc3ccccn3)nc12
 : i	6	i	-11	i	i	-2	2	i	i	i
- NC(=O)c1ccc(NC(=O)CSc2nnc(-c3ccncc3)n2Cc2ccco2)cc1
 : i	nt	i	-11	i	i	0	0	i	i	i
- Cc1ccc(NC(=O)c2ccc(NCCCN3CCC(C)CC3)c([N+](=O)[O-])c2)cc1F
 : i	0	i	-17	i	i	-1	-3	i	i	i
- CC(C)c1ccc(CNC(=O)C(=O)NCC2CCCO2)cc1 (stereo not given)
 : i	2	i	-19	i	i	1	-2	i	i	i
- CCOc1ccc(NC(=O)N2CCC(NC(=O)C(Cc3ccccc3OC)NC(C)=O)CC2)cc1 (stereo not given)
 : i	-2	i	-10	i	i	0	-1	i	i	i
- CC(=O)N1C(=O)C2(Nc3ccccc3N2)c2ccccc21
 : i	-7	i	-9	i	i	3	-2	i	i	i
- CCN(CCCNC(=O)CCCn1c(=O)[nH]c2ccccc2c1=O)c1cccc(C)c1
 : i	0	i	-14	i	i	3	-1	i	i	i
- Cc1cc(N2C(=O)C(O)=C(C(=O)c3cc4ccccc4o3)C2c2cccc(Cl)c2)no1 (stereo not given)
 : i	-6	i	-7	i	i	-2	-3	i	i	i
- COc1ccc(Cc2nnc3n2N=C(c2cc4ccccc4o2)CS3)cc1OC
 : i	4	i	-15	i	i	4	-2	i	i	i
- Cc1cnc(C(=O)OCC(=O)NC23CC4CC(CC(C4)C2)C3)cn1
 : i	-3	i	-13	i	i	-1	-2	i	i	i
- CCN(Cc1ccccc1)C(=O)CCS(=O)(=O)c1ccc2c(c1)oc(=O)n2C
 : i	2	i	-5	i	i	-2	-1	i	i	i
- Cc1cc(-c2nn(-c3ccccc3F)cc2CNCCc2cnc[nH]2)c(C)s1
 : i	1	i	-16	i	i	3	-5	i	i	i
- O=C(Nc1ccc(Br)c2ccccc12)c1ccc2ccccc2c1O
 : 7*	5	i	-28	i	i	-2	-3	-7.5*	i	i
- CCOC(=O)C1=C(CC)Nc2ccccc2N=C1NC(=O)Cn1cnc2ccccc2c1=O
 : i	-1	i	-3	i	i	2	-5	i	i	i
- Cc1cc(C)cc(NC(=S)N=Nc2c(O)n(C)c3ccc(S(=O)(=O)N4CCOCC4)cc23)c1
 : i	2	i	-5	i	i	1	-5	i	i	i
- Cc1cc(C)cc(Nc2ccc([N+](=O)[O-])nc2[N+](=O)[O-])c1
 : i	-2	i	-9	i	i	-2	-1	i	i	i
- COc1ccc(-c2nc(CS(=O)(=O)CC(=O)NCc3cccc(F)c3)c(C)o2)cc1
 : i	2	i	-3	i	i	6	-1	i	i	i
- CN(Cc1cccc(-n2cccn2)c1)Cc1cn(C)nc1-c1ccccc1F
 : i	0	i	-10	i	i	-4	-1	i	i	i
- Cc1cc[n+]2n1CC(O)C2 (stereo not given)
 : i	1	i	-8	i	i	-1	-3	i	i	i
- c1cc2c3c(cccc3c1)NC1(CCCCCC1)N2
 : i	5	i	-3	i	i	0	2	i	i	i
- O=C(Nc1ncccc1O)c1ccc(Cl)c(S(=O)(=O)N2CCCCCC2)c1
 : i	-4	i	-9	i	i	0	-4	i	i	i
- CC(=O)OC(COc1ccc(F)cc1)Cn1cnc2ccccc21 (stereo not given)
 : i	0	i	-13	i	i	2	2	i	i	i
- COc1cccc(-c2cc(C(=O)N3CCN(Cc4ccc5c(c4)OCO5)CC3)on2)c1
 : i	-5	i	-10	i	i	-2	-4	i	i	i
